# CBFb-RUNX1 inh – qHTS Assay for Compounds Blocking the Interaction Between CBF-beta and RUNX1 for the Treatment of Acute Myeloid Leukemia. Runt-related transcription factor 1 (Homo sapiens) + Core-binding factor subunit beta …. AlphaScreen CBFb-His/RUNX1-biotin binding, biochemical. Potency, µM (series often up to 59.8 µM), inactives show top-dose activity, negative = inhibition, usual class: inhibitors. 230,000 tested, under 10 active; also: % of control where 0% means no effect
#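 Interaction loss through any mechanism counts as activity. Pre-formed complex of His-CBF-beta and biotin-RUNX1 (30 nM apiece) is incubated with compound 15 min, then with 50 ng nickel and 50 ng streptavidin beads for 90 min before AlphaScreen detection.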
# TRb-SRC2 inh – qHTS for Inhibitors of the Interaction of Thyroid Hormone Receptor and Steroid Receptor Coregulator 2 | AID 1469, 2008 | actives 0.065% (n = 280,000) | Thyroid hormone receptor beta (Homo sapiens), P10828 | Potency, µM (top dose mostly 106 µM), without a hit: at the top dose activity change, negative = inhibition, most hits filed as inhibitors | TRbeta-SRC2 peptide binding, fluorescence polarization; receptor liganded with 1 µM T3;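 also: potency is read from the fitted curve at half-maximal effect; plate controls were bound peptide for no effect and peptide without receptor for full effect; nearly all actives have a fitted effect of over 50% in size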
#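 Binding of a 20-amino-acid Texas Red SRC2 peptide (20 nM) to TRb ligand-binding domain (0.6 uM) with agonist T3 at 1 uM was followed by fluorescence polarization after a 5 hr room-temperature incubation.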
# Tau fluor counter – Counterscreen qHTS for Inhibitors of Tau Fibril Formation, Fluorescence Polarization. tau K18 P301L (four-repeat tau fragment) Alexa594 fluorescence, heparin fibrillization. actives 0.93% (n = 280,000). Potency, µM (highest dose often 57.7 µM), for the others: top-dose activity change, negative = decrease; also: potency is read from the fitted curve at half-maximal effect; % is scaled to controls: 0 for no effect and ±100 for the full control effect; nearly all actives have a fitted effect of over 55% in size
#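 Human K18 P301L tau (15 uM unlabeled plus 0.24 uM Alexa 594-labeled, final) in 100 mM sodium acetate pH 7 was mixed with compound and 20 uM heparin and incubated 6 hr at 37 C.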
# Epigenetic reg – Quantitative High-Throughput Screen for Regulators of Epigenetic Control; murine LDR cells, GFP reporter derepression, 30 h; Potency, µM (top dose mostly 53.9 µM), inactives show at the highest dose GFP activation, usual class: activators; actives 0.2% (n = 280,000); AID 1865, 2009; also: potency is read from the fitted curve at half-maximal effect; % of control where 0% means no effect; nearly all actives have a fitted effect of over 60% in size
#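 Derepression of a silenced CMV-GFP reporter in murine LDR cells is scored by enumerating GFP-positive cells with a laser-scanning microplate cytometer after 30 hours of treatment at 37 C.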
# NPSR antag – qHTS Assay for Antagonists of the Neuropeptide S Receptor: cAMP Signal Transduction. Q6W5P4. CHO-NPSR cells, cAMP TR-FRET, antagonist mode. Potency, µM (highest dose often 38.3 µM), for the others: top-dose activity change, negative = inhibition, actives largely listed as inhibitors. actives 1% (n = 220,000). AID 1461, 2008; also: potency is read from the fitted curve at half-maximal effect; % is scaled to controls: 0 for no effect and ±100 for the full control effect; nearly all actives have a fitted effect of over 50% in size; many of its hits are not listed in these tables
# Target sequence (Q6W5P4 whole entry, looked up): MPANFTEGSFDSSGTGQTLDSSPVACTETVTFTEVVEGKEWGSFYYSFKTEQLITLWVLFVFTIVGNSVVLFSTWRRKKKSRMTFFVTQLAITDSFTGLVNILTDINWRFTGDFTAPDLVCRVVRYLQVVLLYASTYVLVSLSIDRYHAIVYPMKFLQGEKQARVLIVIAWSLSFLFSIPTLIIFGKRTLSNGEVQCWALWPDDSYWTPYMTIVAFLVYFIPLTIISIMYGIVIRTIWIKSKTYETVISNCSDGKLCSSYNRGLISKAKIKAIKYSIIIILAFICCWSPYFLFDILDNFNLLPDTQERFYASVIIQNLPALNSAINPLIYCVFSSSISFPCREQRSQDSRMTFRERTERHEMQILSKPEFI
# TexasRed fluor – Total Fluorescence Counterscreen for Inhibitors of the Interaction of Thyroid Hormone Receptor and Steroid Receptor Coregulator 2. TRb/SRC2 Texas Red total fluorescence interference. Potency, µM (series often up to 106 µM), inactives show at the top dose fluorescence change, negative = quenching. actives 0.29% (n = 280,000). AID 1479, 2009; active = well fitted curve in either direction with a large enough effect; inconclusive = small, poorly fitted or top-dose-only effect; also: potency is read from the fitted curve at half-maximal effect; % is scaled to controls: 0 for no effect and ±100 for the full control effect
#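 Human TRb ligand-binding domain at 0.6 uM with 20 nM Texas Red SRC2 peptide in Tris buffer containing 1 uM T3 and 5% DMSO, incubated with compound 5 h at ambient temperature. Total fluorescence (555/632 nm) calculated as parallel + 2 × perpendicular.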
# Tau fibril FP – qHTS for Inhibitors of Tau Fibril Formation, Fluorescence Polarization | Microtubule-associated protein tau (Homo sapiens), P10636 | K18 P301L tau heparin fibrillization, Alexa594 FP, 6 h | Potency, µM (highest dose often 57.7 µM), inactives show at the highest dose activity, negative = inhibition, hits mostly inhibitors | actives 0.39% (n = 280,000); also: potency is read from the fitted curve at half-maximal effect; % is scaled to controls: 0 for no effect and ±100 for the full control effect; nearly all actives have a fitted effect of over 55% in size
# Target sequence (P10636 561-689 P618L limits assumed): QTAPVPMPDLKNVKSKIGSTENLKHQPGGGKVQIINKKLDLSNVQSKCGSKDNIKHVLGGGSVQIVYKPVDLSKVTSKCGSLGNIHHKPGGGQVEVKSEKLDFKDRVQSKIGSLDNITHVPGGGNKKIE
#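 Read-out: fluorescence polarization of Alexa 594-labeled tau (0.24 uM), 555 nm excitation, 632 nm emission. Mixtures held 15 uM unlabeled K18 P301L, compound and 20 uM heparin, pH 7 acetate buffer, incubated 6 hr at 37 C.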
# GLA spleen mod – qHTS Assay for Inhibitors and Activators of Human alpha-Galactosidase From Spleen Homogenate | Alpha-galactosidase A (Homo sapiens), P06280 | human spleen homogenate, 4MU-alpha-Gal fluorescence, 40 min | Potency, µM (top dose mostly 80 µM), inactives show at the top dose activity change, negative = inhibition, usual class: inhibitors | actives 0.008% (n = 240,000) | AID 2107, 2009;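 also: potency is read from the fitted curve at half-maximal effect; 0% = enzyme with vehicle and -100% = no enzyme basal signal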
# Target sequence (P06280 32-429 limits assumed): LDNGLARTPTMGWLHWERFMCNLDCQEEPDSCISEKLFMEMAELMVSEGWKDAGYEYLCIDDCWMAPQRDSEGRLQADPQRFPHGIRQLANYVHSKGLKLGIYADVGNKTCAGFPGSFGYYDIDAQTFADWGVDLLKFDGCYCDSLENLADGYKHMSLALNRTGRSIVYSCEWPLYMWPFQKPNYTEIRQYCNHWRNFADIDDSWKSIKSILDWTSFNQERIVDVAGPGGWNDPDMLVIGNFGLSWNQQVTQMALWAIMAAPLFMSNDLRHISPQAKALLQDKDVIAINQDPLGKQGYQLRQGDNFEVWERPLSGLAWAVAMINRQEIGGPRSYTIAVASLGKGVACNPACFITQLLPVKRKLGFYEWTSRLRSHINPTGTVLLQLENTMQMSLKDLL
#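 Inhibition or activation of alpha-galactosidase in human spleen homogenate is scored by 4-MU fluorescence after 40 min at 37C, pH 5.0, with 1 mM substrate. AC50s come from concentration-response fitted to the Hill equation.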
# * = called active by the depositor; ? = inconclusive; · = no result given; [ ] = another dose, or the depositor's remark. Unless noted, calls follow the shape of the dose curve; as a rule, active = well fitted curve in the direction sought with a large enough effect; inconclusive = small, poorly fitted or top-dose-only effect, or another doubt; inactive = no such curve, though single readings can be large; an effect the other way counts as inactive or inconclusive.
SMILES,CBFb-RUNX1 inh,TRb-SRC2 inh,Tau fluor counter,Epigenetic reg,NPSR antag,TexasRed fluor,Tau fibril FP,GLA spleen mod
Cn1c(N)c(C(=O)COC(=O)CNS(=O)(=O)c2cccc(Cl)c2)c(=O)n(C)c1=O,1%,9%,-6%,-0.9%,28%,3%,-12%,-2%
CC(Nc1ccc(Cl)cc1)c1cc(Cl)ccc1O (stereo unspecified),1%,-4%,?,5.8%,?,3%,-11%,2%
O=C(NCc1ccccc1Cl)c1ccc(NC(=O)N2CCSc3ccccc32)cc1,·,-8%,-17%,10%,·,-1%,-13%,·
CCC(=O)c1cc(F)c(N2CCN(S(=O)(=O)c3ccc(C)cc3)CC2)cc1C,4%,-4%,-25%,-2.8%,-23%[46.1 µM],-7%,-14%,3%
COc1ccccc1CNC(=O)/C=C/c1ccc(S(=O)(=O)NCc2ccco2)cc1,2%,-1%,-17%,-0.8%,-16%,-1%,1%,-3%
COc1ccc(C(=O)N/C(=C\c2ccc3c(c2)OCO3)C(=O)Nc2cccc(C(=O)O)c2)cc1,14%,-3%,-5%,-1.5%,10%,-5%,-1%,8%
CCOC(=O)c1nnn(CC(=O)Nc2cc(Cl)ccc2C)c1C(=O)OCC,-1%,2%,-13%,0.0%,-15%[46.1 µM],0%,-1%,-1%
C/C=C(\C)C(=O)Nc1cccc(C2=NOC3(C2)C[C@H](C(N)=O)N(C(=O)C(c2ccccc2)c2ccccc2)C3)c1 (stereo partly specified),5%,-5%,-10%,0.4%,-6%,-1%,-6%,6%
COC(=O)c1cc(NC(=O)Cc2ccc(OC)cc2)cc(C(=O)OC)c1,0%,5%,-21%,-1.0%,-12%[46.1 µM],-4%,-12%,-1%
Cc1cc(C(=O)COc2ccccc2[N+](=O)[O-])c(C)n1C1CC1,-14%,-9%,-15%,-0.2%,-24%,-5%,4%,7%
Cn1c(=O)c(C(=O)CN2CC(=O)Nc3ccccc32)c(N)n(Cc2ccccc2)c1=O,-2%,-10%,-7%,-0.2%,-3%,-6%,3%,-4%
COc1ccc2oc(=O)c(C(=O)n3ccc(C)n3)cc2c1,2%,-3%,-2%,0.0%,-10%[46.1 µM],2%,8%,7%
O=c1c2ccccc2nc(-c2ccccc2Cl)n1O,2%,-5%,-2%,1.1%,-26%,-6%,4%,-2%
C=C(C)C(=O)N1CC2(CC(c3cccc(NC(=O)CCCCC)c3)=NO2)C[C@H]1C(N)=O (stereo partly specified),3%,2%,10%,0.5%,16%,-2%,5%,0%
Cc1nc(SCC(=O)Nc2ccc(C(=O)O)cc2)n[nH]1,·,10%,-4%,0.0%,·,4%,-2%,·
CN1C(=O)/C(=N\OC(=O)c2cccc3ccccc23)c2ccccc21,4%,4%,8%,?,-12%[46.1 µM],2%,?,2%
Cc1nnc(NC(=O)Nc2cccc(Cl)c2)s1,6%,-4%,-23%,-1.1%,3%[46.1 µM],-2%,1%,5%
CCOC(=O)N1CCN(C(=O)COc2ccc([N+](=O)[O-])cc2)CC1,3%,3%,-4%,-0.4%,0%,-2%,-3%,2%
Cc1ccc(S(=O)(=O)C2CCOC2=O)cc1 (stereo unspecified),1%,-18%,0%,-1.4%,-14%[46.1 µM],3%,6%,6%
Cn1c(/C(C#N)=C/c2ccc(-c3ccc(S(N)(=O)=O)cc3)o2)nc2ccccc21,4%,-8%,0%,?,4%,3%,?,-4%
CCCCCCn1c(CN2CCN(Cc3ccccc3)CC2)nc2c1c(=O)n(C)c(=O)n2C,9%,-4%,4%,-4.6%,-11%[46.1 µM],1%,13%,-10%
CCCOc1ccc(NC(=O)CC2C(=O)N(C)C(=S)N2Cc2ccc3c(c2)OCO3)cc1 (stereo unspecified),-3%,0%,?,-3.0%,6%,1%,-10%,-1%
N/C(=N\OC(=O)CCc1ccccc1)c1ccc(Cl)cc1,23%,3%,-12%,-1.0%,-4%[46.1 µM],-1%,-2%,-18%
COc1ccccc1OCC(=O)c1[nH]c(C)c(C(C)=O)c1C,-4%,2%,-12%,0.0%,-9%[46.1 µM],-2%,-9%,4%
O=C(c1ccc(CS(=O)c2ccccc2Cl)o1)N1CCN(c2cccc(C(F)(F)F)c2)CC1 (stereo unspecified),·,3%,-6%,3.5%,·,-2%,13%,·
SMILES,CBFb-RUNX1 inh,TRb-SRC2 inh,Tau fluor counter,Epigenetic reg,NPSR antag,TexasRed fluor,Tau fibril FP,GLA spleen mod
O=C(Nc1cccnc1)/C(N=Nc1c(Cl)cccc1Cl)=C(\O)c1ccccc1,2%,3%,-4%,-0.4%,-37%,-1%,-4%,7%
Cn1cnnc1SCC(=O)NCc1ccccc1,1%,2%,-2%,0.0%,11%,0%,-2%,-1%
O=C1C2(CCC13COC(c1ccc(O)cc1)OC3)COC(c1ccc(O)cc1)OC2 (stereo unspecified),0%,2%,-7%,1.1%,-9%[46.1 µM],-4%,-8%,-5%
Cc1cc(C)n(-c2nc3cc(Cl)ccc3nc2Nc2ccc(C)c(F)c2)n1,·,-1%,-12%,3.1%,·,-2%,-4%,·
CC1=C(C(N)=O)C(c2ccccc2)n2nc(-c3cccs3)nc2N1 (stereo unspecified),-1%,-30%,-11%,5.6%,7%[46.1 µM],2%,-11%,3%
O=C(CSc1nc2ccccc2c(=O)n1CCCN1CCOCC1)NC12CC3CC(CC(C3)C1)C2,3%,-2%,-7%,1.5%,-24%,-7%,0%,6%
COc1ccc(Br)cc1S(=O)(=O)NCCN1CCOCC1,3%,-1%,-4%,2.1%,17%,-1%,-1%,0%
CCOC(=O)C1=C(C)N=C2SC(C)C(=O)N2C1c1ccc(C(=O)OC)cc1 (stereo unspecified),-2%,1%,?,-3.2%,-20%[46.1 µM],-6%,-2%,-3%
S=C(NCc1ccco1)N/N=C/c1ccc(Cl)cc1,-24%,2%,?,-1.1%,-31%,-5%,-14%,-9%
O=c1cc(CO)oc(CN2CCN(CCO)CC2)c1O,-4%,-14%,-7%,-1.5%,-5%[46.1 µM],1%,?,-2%
CCOC(=O)C(C)Oc1cccc2c(=O)n(CC(=O)NCCc3ccccc3)ccc12 (stereo unspecified),6%,0%,·,-1.0%,1%,-5%,·,2%
O=c1[nH]oc(O)c1-c1ncc(C(F)(F)F)cc1Cl,1%,0%,-4%,-0.5%,12%,2%,-5%,-8%
Cc1ccccc1Nc1c(-c2cccc(O)c2)nc2ccc(Br)cn12,·,-1%,?,6.6%,·,-3%,-4%,·
Cc1ccc2c(c1)c(=O)c1ccccc1n2CCCC(=O)Nc1ccc(C)c(C)c1,·,4%,?,-1.6%,·,?,2%,·
COc1ccc(-c2cc(C(=O)Oc3ccccc3)c3cc(C)ccc3n2)cc1,·,-11%,?,-1.2%,·,1%,?,·
O=C(NCCN1C(=O)C2C3C=CC(C3)C2C1=O)Nc1ccccc1 (stereo unspecified),0%,-6%,-3%,-2.4%,-6%[46.1 µM],-3%,19%,-5%
COc1ccc(S(=O)(=O)Nc2cc(OC)c(NC(=O)c3ccco3)cc2OC)cc1,-3%,-3%,-25%,-0.7%,-23%[46.1 µM],-3%,1%,2%
N#Cc1ccccc1Cn1c(=O)n(-c2ccc(CC(=O)NCc3ccco3)cc2)c(=O)c2sccc21,-22%,-9%,1%,-0.8%,8%[46.1 µM],-2%,-3%,6%
COCC(=O)Nc1nnc(COc2ccccc2)s1,2%,-12%,-3%,-1.1%,-15%[46.1 µM],-1%,9%,0%

# Exported with two lines to a compound: entries from further up.
# Results follow in this order: CBFb-RUNX1 inh, TRb-SRC2 inh, Tau fluor counter, Epigenetic reg, NPSR antag, TexasRed fluor, Tau fibril FP, GLA spleen mod
Cc1cc(C(=O)COc2ccccc2[N+](=O)[O-])c(C)n1C1CC1
 : -14%, -9%, -15%, -0.2%, -24%, -5%, 4%, 7%
Cn1c(=O)c(C(=O)CN2CC(=O)Nc3ccccc32)c(N)n(Cc2ccccc2)c1=O
 : -2%, -10%, -7%, -0.2%, -3%, -6%, 3%, -4%
COc1ccc2oc(=O)c(C(=O)n3ccc(C)n3)cc2c1
 : 2%, -3%, -2%, 0.0%, -10%[46.1 µM], 2%, 8%, 7%
O=c1c2ccccc2nc(-c2ccccc2Cl)n1O
 : 2%, -5%, -2%, 1.1%, -26%, -6%, 4%, -2%

# Looked up one by one from the entries so far (2):
SMILES,CBFb-RUNX1 inh,TRb-SRC2 inh,Tau fluor counter,Epigenetic reg,NPSR antag,TexasRed fluor,Tau fibril FP,GLA spleen mod
Cc1ccccc1Nc1c(-c2cccc(O)c2)nc2ccc(Br)cn12,·,-1%,?,6.6%,·,-3%,-4%,·
O=c1cc(CO)oc(CN2CCN(CCO)CC2)c1O,-4%,-14%,-7%,-1.5%,-5%[46.1 µM],1%,?,-2%

# High-throughput results: PubChem BioAssay, National Center for Advancing Translational Sciences (NCATS)

# This is a subset (hit frequency here may not be typical).
